Source: PubChem BioAssay (several laboratories)
Kir21 inh: Kir2.1 (mouse) channel inhibition | P35561 | HEK293-Kir2.1, FluxOR thallium flux fluorescence; active compounds read low | B-score at 10 µM | 310,000 tested, 0.85% active | AID 1672;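 active = fluorescence ratio B-score at or below minus 3 SD of library scores, with starting-brightness B-score within 2 SD, cut at about -4.2 in these data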;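 also: channel flux triggered by added potassium and thallium sulfate stimulus; B-score of peak minus minimum fluorescence over baseline after thallium stimulus; more negative B-score means stronger Kir2.1 block with less thallium influx; some compounds called inactive have numbers as strong as hits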
Target sequence (P35561 whole entry, looked up): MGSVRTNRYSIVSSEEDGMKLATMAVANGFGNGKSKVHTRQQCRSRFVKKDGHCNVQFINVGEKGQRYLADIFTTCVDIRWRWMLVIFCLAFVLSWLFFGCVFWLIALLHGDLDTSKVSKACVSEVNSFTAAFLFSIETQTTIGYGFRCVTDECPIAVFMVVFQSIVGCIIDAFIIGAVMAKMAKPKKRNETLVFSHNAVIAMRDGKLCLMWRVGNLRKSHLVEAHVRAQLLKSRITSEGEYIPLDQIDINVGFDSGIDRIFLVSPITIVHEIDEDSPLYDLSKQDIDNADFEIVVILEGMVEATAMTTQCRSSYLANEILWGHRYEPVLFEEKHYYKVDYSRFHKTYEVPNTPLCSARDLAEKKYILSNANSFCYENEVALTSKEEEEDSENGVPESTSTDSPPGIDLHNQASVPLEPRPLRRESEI
KCNQ2 block: KCNQ2 channel blockers in CHO-K1 cells – cell-based, FluxOR thallium flux, B-score, primary screen (AID 2156); 20 min; active compounds read low; B-score at 10 µM; 310,000 tested, 1.1% active;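 active = fluorescence ratio B-score at most minus 3 library SDs, with starting brightness B-score within 2 library SDs, cut at about -5.5 in these data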
STK33 inh: inhibitors of human STK33 kinase | Q9BYT3 | purified STK33, MBP phosphorylation, ADP-Glo luminescence | inhibition, % at 10 µM | 320,000 tested, 0.073% active | AID 2661;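 active = inhibition at or above 25%, using the most active replicate where run in duplicate; inactive = inhibition below 25%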
Target sequence (Q9BYT3 whole entry, looked up): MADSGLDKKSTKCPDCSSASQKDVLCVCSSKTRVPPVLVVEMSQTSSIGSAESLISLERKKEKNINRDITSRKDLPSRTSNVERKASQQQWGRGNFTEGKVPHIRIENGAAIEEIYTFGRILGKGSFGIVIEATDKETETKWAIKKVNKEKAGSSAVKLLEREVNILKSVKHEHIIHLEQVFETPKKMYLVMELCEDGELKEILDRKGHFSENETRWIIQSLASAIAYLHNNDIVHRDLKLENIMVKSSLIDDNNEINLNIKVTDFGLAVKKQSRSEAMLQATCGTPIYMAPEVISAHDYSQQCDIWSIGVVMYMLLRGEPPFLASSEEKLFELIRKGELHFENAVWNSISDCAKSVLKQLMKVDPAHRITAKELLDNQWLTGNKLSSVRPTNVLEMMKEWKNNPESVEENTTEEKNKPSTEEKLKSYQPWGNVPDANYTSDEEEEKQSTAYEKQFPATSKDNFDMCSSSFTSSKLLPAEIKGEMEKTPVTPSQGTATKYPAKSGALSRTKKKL
Numbers without * were called inactive; i = inactive; x = not tested or not shown. Hits appear at their usual frequency, and some 1.9% of all compounds hit somewhere here.

SMILES	Kir21 inh	KCNQ2 block	STK33 inh
Cc1ccc(CNC(=O)CN(C)S(=O)(=O)c2ccc3c(c2)n(C)c(=O)c(=O)n3C)cc1	0	i	-0.3
CCOc1ccc(NC(=S)N(CCc2c(C)[nH]c3ccccc23)Cc2cccnc2)cc1	1.1	i	-1.4
COc1ccc(OCC(=O)NNC(=O)c2cccnc2)cc1	0.26	i	-0.6
CCOC(=O)[C@@H]1[C@H]2COc3cc(OC)ccc3[C@@H]2N2C(=O)N(c3ccc(F)cc3)C(=O)[C@]12C	-0.13	i	0.9
COC(=O)c1c(NC(=O)CSc2nccn2C)sc(C)c1C	0.35	i	0.7
CCOc1ccc(NC(=O)Nc2ccc(Br)cn2)cc1	0.48	i	-1.2
COc1ccc(OC)c(CNc2ccc([N+](=O)[O-])cc2C)c1	-0.02	i	-0.3
O=C(CN(CC1CCCO1)C(=O)CCC(=O)Nc1nccs1)NCc1ccc2c(c1)OCO2 (stereo not given)	0.35	i	-1.2
CC(C)c1ccc(NC2CCCN(C(=O)CCN3Cc4ccccc4C3=O)C2)cc1 (stereo not given)	0.08	i	-0.1
COc1cc(N)c(Cl)cc1C(=O)OCC(=O)c1ccc2c(c1)NC(=O)CO2	0.6	i	-0.4

In the list so far, these have an aryl methoxy group:
SMILES	Kir21 inh	KCNQ2 block	STK33 inh
COc1ccc(OCC(=O)NNC(=O)c2cccnc2)cc1	0.26	i	-0.6
CCOC(=O)[C@@H]1[C@H]2COc3cc(OC)ccc3[C@@H]2N2C(=O)N(c3ccc(F)cc3)C(=O)[C@]12C	-0.13	i	0.9
COc1ccc(OC)c(CNc2ccc([N+](=O)[O-])cc2C)c1	-0.02	i	-0.3
COc1cc(N)c(Cl)cc1C(=O)OCC(=O)c1ccc2c(c1)NC(=O)CO2	0.6	i	-0.4

Further entries:
SMILES	Kir21 inh	KCNQ2 block	STK33 inh
COc1ccc(/C=N/N2C(=N)SCC2=O)cc1	-1.9	i	-0.1
Cn1ccnc1C(=O)c1cc(SCC(=O)NCc2ccccc2)nc2ccccc12	-1.1	i	-2.6
CCCCNC(=O)CS(=O)Cc1nc(-c2cccs2)oc1C (stereo not given)	0.63	i	-2.3
CN1Cc2sc(N)c(C#N)c2CC1(C)C	-0.12	i	0.5
Cc1ccc(C(=O)C2=C(O)C(=O)N(Cc3cccnc3)C2c2cccc([N+](=O)[O-])c2)o1 (stereo not given)	2.4	i	-0.4
Cc1ccc(OCC(=O)N2CCN(C(=O)c3ccc([N+](=O)[O-])cc3)CC2)cc1	1.3	i	-2.0
O=C(COc1ccc(Br)cc1CNC1CCCCC1)NCCc1ccccc1	-4.2	i	-0.2
CCC(C)N1C(=O)CN(C2CCCCCC2)C(=O)C1c1ccccc1F (stereo not given)	0.07	i	-1.0
Cc1nnc(SCC(=O)NC2CCCCC2)[nH]c1=O	-1.5	i	-2.2
C=CCSc1nnc(NC(=O)CSc2nc3ccccc3o2)s1	0.23	i	-0.4
O=C(Cn1ncc2c3ccccc3n(Cc3ccccc3F)c2c1=O)NC1CC1	-0.03	i	2.0
COc1ccc(/C=C2/SC(=O)N(CCNC(=O)C3CCCN3C(=O)c3cccs3)C2=O)cc1 (stereo not given)	-0.04	i	0.9
CCN1CCN(S(=O)(=O)c2ccc(Cl)c(C(=O)N(CC)CC(=O)Nc3ccc(OC)cc3)c2)CC1	1.6	i	-1.1
Cn1c(SCc2cc(=O)[nH]c(C(C)(C)C)n2)nnc1C(F)(F)F	0.63	i	-0.7
Cc1nnc(NC(=O)CSc2ccc(-c3ccc(Cl)cc3)nn2)s1	0.3	i	-1.8
COc1ccc(N2CCn3c2nc2c3c(=O)n(CCc3ccccc3)c(=O)n2C)c(OC)c1	0.96	i	x
CCN(C(=O)Cc1c(C(=O)O)n(C)c2ccccc12)c1ccc(F)cc1	-1.6	i	-1.6
CCOc1ccc(CCNC(=O)C2CCN(c3ccc(N4CCOCC4)nn3)CC2)cc1OCC	-0.24	i	0.2
COc1ccc(CN2C(=O)C(O)(CC(=O)c3ccc4c(c3)OCO4)c3ccccc32)cc1OC (stereo not given)	1	i	-0.1
Cc1ccc(C)c(-n2c(SCC(=O)NCC3CCCO3)nnc2-c2ccoc2C)c1 (stereo not given)	-1.4	i	-0.3
FC(F)Sc1nnc(-c2cccs2)n1-c1ccccc1	-1.4	i	-1.6
Cc1cc(NC(=O)CSc2nc3ccccc3c(=O)n2C(C)c2ccccc2)no1 (stereo not given)	-1.4	i	1.2
Cn1c(Cc2ccccc2)nnc1SCC(=O)N1CCOCC1	1.5	i	-1.8
O=C(O)Cc1sc(Nc2ccc(F)cc2)nc1-c1cccs1	-1.1	i	8.7
CC(C)(C)c1cc(C(=O)N/N=C/c2ccc(-c3ccccc3[N+](=O)[O-])o2)n[nH]1	0.96	i	0.3
CCn1cc(/C=C(\NC(=O)c2ccccc2F)C(=O)N2CCCC2)c2ccccc21	0.51	i	-1.8
Cn1c(=O)[nH]c(=O)c2c1nc(CN1CCN(c3cccc(Cl)c3)CC1)n2CCCc1ccccc1	-0.02	i	-1.0
COc1cccc(N2CCN(C(=O)CC(C)(C)CC3=NS(=O)(=O)c4ccccc4N3)CC2)c1	-0.07	i	-0.6
COc1ccc(N2CCN(C(=O)c3sc4ncn(CC(=O)N5CCCCC5)c(=O)c4c3C)CC2)cc1	0.39	i	-2.0
CC(=O)N(C(C)=O)c1ncnc2c1c(-c1ccc(Cl)cc1)nn2C(C)(C)C	-0.54	i	1.2
Cc1nn(C)c(C)c1NC(=O)CSc1nc(C2CC2)nc2c1cnn2-c1ccccc1	0.62	i	-0.1
CCCn1c(N)c(C(=O)CSc2nnc(-c3ccco3)n2Cc2ccccc2)c(=O)[nH]c1=O	-0.91	i	-1.9
Cc1nc2sc(C(c3ccco3)N3CCN(C(c4ccccc4)c4ccccc4)CC3)c(O)n2n1 (stereo not given)	0.06	i	-0.8
O=C(Nc1ccc2c(c1)OCCO2)c1ccc2nccnc2c1	1.2	i	3.1
Cc1ccc(C)n1-c1ccc(NC(=O)c2ccccc2)cc1	0.65	i	1.2
Cc1c(NC(=O)c2cccc(-c3cc4ccccc4oc3=O)c2)cccc1-c1nc2ncccc2o1	0.05	i	-0.7
Cc1ccc2nc(CSc3nnc(Nc4ccccc4C)s3)cc(=O)n2c1	-0.52	i	2.0
Cc1ccc(S(=O)(=O)N(C)c2ccc(C(=O)N(CC(C)C)C3CCS(=O)(=O)C3)cc2)cc1 (stereo not given)	0.82	i	-1.2
COC(=O)C1=C(C)Nc2ccc(C)cc2S1	-0.45	i	-1.1
Cc1ccc(-c2c(C(=O)NCc3ccc(F)cc3)oc(=O)c3ccccc23)cc1	-1.7	i	-1.5
CC(Sc1nnc(Nc2ccccc2)s1)C(=O)NC1CCCc2ccccc21 (stereo not given)	0.06	i	0.9
COc1ccc(C2=NN(CC(=O)NCc3ccco3)C(=O)CC2)cc1	-0.62	i	0.5
CN(C)c1ccc(NC(=O)COC(=O)CCC(=O)c2ccc(F)cc2)cc1	0.89	i	-1.0
Cc1ccc(-c2nc3ccccc3n3nnnc23)cc1	-0.89	i	x
CCCCN(C)C(=O)C1CCN(CCCc2ccccc2)CC1	-0.39	i	-0.5
CC(C)c1ccc(O)c(NC(=O)c2cccnc2)c1	0.42	i	0.9
COc1ccccc1C1NC(=O)NC(C)=C1C(=O)OC1CCC(C)CC1 (stereo not given)	-0.98	i	-1.2
Cc1ccccc1Cn1c2ccccc2c2cnn(CC(=O)NCCCN3CCOCC3)c(=O)c21	-0.94	i	0.6
COc1ccc(OC)c(NC(=O)CSc2nnc(CNc3ccc(C)cc3C)o2)c1	-1.4	i	-1.4
COC(=O)c1ccc(NC(=O)c2cc3c(CO)cnc(C)c3oc2=Nc2cccc(C(N)=O)c2)cc1	-0.17	i	0.5

(listing goes on)
SMILES	Kir21 inh	KCNQ2 block	STK33 inh
CCOC(=O)N1CCN(C(=O)CCCN2C(=O)CSc3nc(C)cc(C)c32)CC1	-0.11	i	-0.7
CC(=O)c1c(C)[nH]c(C(=O)CSc2nnc(C)s2)c1C	-0.01	i	0.8
O=C(Nc1nc2ccccc2[nH]1)c1ccccc1O	-1.9	i	-0.1
CCOc1ccc(C2/C(=C(/O)c3ccc(S(=O)(=O)N4CCCCC4)cc3)C(=O)C(=O)N2CCCOC)cc1OC (stereo not given)	0.6	i	-1.6
COc1ccc(N(C)C(=O)c2oc(=O)c3ccccc3c2-c2ccccc2)c(OC)c1	-0.91	i	0.4
Cc1nc2ccc(N=NN(C)C)cc2[nH]1	0.49	i	2.9
O=c1[nH]c(Cc2ccccn2)nc2scc(-c3ccccc3Cl)c12	-1.1	i	-0.2
CC(C)C(NC(=O)CSCc1ccc([N+](=O)[O-])cc1)C(C)C	-4.5*	i	0.8
CCc1cccc(NC(=O)CCCCCC2NC(=O)NC2C)c1 (stereo not given)	0	i	-0.5
Cc1cccc(C)c1OCCCCN1CCNCC1	0.01	i	-0.9
CC(C)C(=O)Nc1nnc(S(=O)(=O)N(C)c2ccc(Cl)cc2)s1	-1.1	i	-0.2
CCCN(CCC)S(=O)(=O)c1ccc(C(=O)NNc2nc(-c3ccccc3)c3cc(Br)ccc3n2)cc1	0.06	i	-0.5
COC(=O)c1ccc(Nc2cc(C)nc3ccc(C)cc23)cc1	-1.5	i	-1.7
O=C(Nc1ccc(F)cc1)OCCN1CCN(Cc2ccccc2)CCC1=O	-0.65	i	-1.7
N/C(=N\OC(=O)CCC1CCCC1)c1ccccc1	0.35	i	1.2
O=C1C(Cc2ccccc2)NC(=S)N1Cc1ccccc1 (stereo not given)	-1.6	i	-1.5
COc1ccc(-c2c(C#N)c(N)nc3c2CCCCCC3)cc1OC	0.3	i	-2.3
COc1ccccc1CCNC(C)CCc1ccc(O)cc1 (stereo not given)	-0.45	i	-1.5
COc1ccccc1NC(C)C(=O)N/N=C/c1ccccc1OCc1cccc(Br)c1 (stereo not given)	0.24	-6.3*	-0.5
Cc1nc2c(ccc3nc(NC(=O)Cc4cccc5ccccc45)sc32)s1	0.01	i	2.0
COc1cc(C(=O)NCCc2ccc(S(=O)(=O)N3CCCC3)cc2)cc(OC)c1OC	-0.65	i	0.7
CC(C)(C)Nc1nc2cc([N+](=O)[O-])ccc2o1	-0.1	i	0.0
CCOC1(OCC)C(c2ccc(N)cc2)C(C#N)(C#N)C1(OCC)OCC (stereo not given)	-0.3	i	-2.3
Cc1ccc(/C=C/S(=O)(=O)NCc2ccc(F)cc2)cc1	-0.21	i	-1.5
Cc1occc1-c1nnc(SCC(=O)N2CCN(c3ccc(F)cc3)CC2)n1C	-0.02	i	0.3
CCC(C(=O)NC1CC1)n1nc(C)c2c(C)n(-c3ccc(C)cc3)nc2c1=O (stereo not given)	-0.48	i	-0.4
CCCS(=O)(=O)C(=C(Nc1ccc(OC)cc1)Nc1ccc(OC)cc1)S(=O)(=O)CCC	0.03	i	-0.9
Cc1ccc(/C=C/C(=O)Nc2ccc(Oc3ccccc3)cc2)o1	-0.96	i	-3.6
O=C(N/N=C/c1cc(Br)ccc1O)C(=O)Nc1ccccc1OC(F)(F)C(F)F	-0.35	i	-1.8
Cc1cc(C)cc(N(CC(=O)NC(C)(C)C)C(=O)CNC(=O)c2cccs2)c1	0.15	i	-0.2
COc1ccccc1/C=C/C1C(C(=O)OCC(C)C)=C(C)N=C2SCCC(=O)N21 (stereo not given)	0.39	i	0.5
CCN1CCN(S(=O)(=O)c2ccc(F)c(C(=O)Nc3c(F)cc(F)cc3Br)c2)CC1	-0.02	i	-1.1
O=C(CC1C(=O)NCCN1C(=O)c1ccc([N+](=O)[O-])cc1)Nc1ccc(F)cc1 (stereo not given)	-0.25	i	-0.8
COC(=O)Cn1nnc2c(cnn2-c2ccccc2)c1=O	-1.1	i	-1.4
O=C(CSc1ccc(-c2ccccn2)nn1)Nc1ccc(F)cc1F	0.39	i	-0.4
N#Cc1cccc(NC(=O)CN2CCCCCC2)c1	-1.2	i	0.9
CCCN1CCN(C(=O)c2oc3c(Cl)cccc3c2C)CC1	-0.63	i	1.6
CC(=O)Nc1ccc(S(=O)(=O)N2CCC(C(=O)NCCC(=O)Nc3ccccc3)CC2)cc1	0.65	i	-0.7
Cc1ccc(CN(C(=O)c2ccccc2[N+](=O)[O-])C2CCS(=O)(=O)C2)o1 (stereo not given)	-0.94	i	-3.1
COc1ccc(N2C(=O)CC(C)(C)CC2=O)cc1OC	1.9	i	-0.1
Cn1c(/C(C#N)=C(\O)c2cccc(F)c2)nc2ccccc21	-0.46	i	0.4
CCOC(=O)C1=C(c2ccccc2)NC(SCC(=O)Nc2ccccc2C)=C(C#N)C1c1ccco1 (stereo not given)	-0.07	i	-2.4
C=CCNC(=O)C(=O)c1c(-c2ccccc2)[nH]c2ccccc12	-0.34	i	-1.9

In the list so far, these have a tert-butyl group.
SMILES	Kir21 inh	KCNQ2 block	STK33 inh
Cn1c(SCc2cc(=O)[nH]c(C(C)(C)C)n2)nnc1C(F)(F)F	0.63	i	-0.7
CC(C)(C)c1cc(C(=O)N/N=C/c2ccc(-c3ccccc3[N+](=O)[O-])o2)n[nH]1	0.96	i	0.3
CC(=O)N(C(C)=O)c1ncnc2c1c(-c1ccc(Cl)cc1)nn2C(C)(C)C	-0.54	i	1.2
CC(C)(C)Nc1nc2cc([N+](=O)[O-])ccc2o1	-0.1	i	0.0
Cc1cc(C)cc(N(CC(=O)NC(C)(C)C)C(=O)CNC(=O)c2cccs2)c1	0.15	i	-0.2
